SSB-PriA inh: inhibitors of Klebsiella pneumoniae PriA binding to SSB C-terminal tail, primary screen, biochemical, AlphaScreen; 0.6% of 430,000 active; AlphaScreen SSBct-PriA binding, biotinylated peptide; inhibition, % at 33 µM; in the data active means inhibition mostly above about 37%, no sharp cut-off; inactive means mostly below about 20%;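 further: plate controls were negative control peptide for no effect and reference peptide for full effect; strong numbers were not always called active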
VHR inh abs: VHR1 phosphatase inhibitors, primary screen, biochemical, absorbance, uHTS. Dual specificity protein phosphatase 3 (Homo sapiens), P51452. recombinant VHR phosphatase, pNPP absorbance. inhibition, % at 13.3 µM. 0.52% of 290,000 active; in the data active means inhibition above about 50%; further: some compounds called inactive have numbers as strong as hits
Y pestis TopoI: Yersinia pestis topoisomerase I inhibitors, primary screen, biochemical, cleavage product accumulation, plate reader, single point; activity, % at 10 µM; Y. pestis Topo-I cleavage product accumulation; DNA topoisomerase I (Yersinia pestis CO92); AID 504884, 2011; 0.064% of 360,000 active; in the data active means activity above about 50%, passing the limit was not always enough; further: inactives centre near 2
CCHFV vOTU inh: CCHFV vOTU protease inhibitors, primary screen, biochemical, Pep-AMC substrate, fluorescence; AID 651958, 2012; inhibition, % at 11.5 µM; Crimean-Congo hemorrhagic fever virus L polyprotein viral ovarian tumor (vOTU) protease …; 0.55% of 370,000 active; in the data active means inhibition above about 30%; further: 0% = vehicle wells with enzyme and 100% = no enzyme wells
BoNT A protease: BoNT/A light chain protease inhibitors, primary screen, biochemical, flow cytometry, MLPCN library. Botulinum neurotoxin type A light chain protease (Clostridium botulinum A str. ATCC 3502). multiplex microsphere protease substrate cleavage. inhibition, % at 10 µM. 0.17% of 360,000 active; further: plate controls were buffer without enzyme for full effect and enzyme alone for no effect
Anthrax LF inh2: Bacillus anthracis LF protease inhibitors, primary screen, biochemical, multiplex microsphere, MLPCN library | Lethal factor (Bacillus anthracis), P15917 | multiplex microsphere protease cleavage assay | inhibition, % at 10 µM | 0.12% of 360,000 active | AID 588501, 2011; further: plate controls were buffer without enzyme for full effect and enzyme alone for no effect
3CLpro inhibitor: SARS-CoV 3CLpro protease inhibitors, primary screen, biochemical, quenched FRET; 0.14% of 290,000 active; Replicase polyprotein 1ab (Severe acute respiratory syndrome coronavirus), P0C6X7; recombinant SARS-CoV 3CLpro, quenched FRET peptide cleavage; inhibition, % at 6 µM; in the data active means inhibition above about 12%
BH1578 lux ind: inducers of Vibrio cholerae quorum light production without autoinducers, primary screen, BH1578 luxS cqsA deficient, single point; V. cholerae BH1578 lux reporter, luminescence, 6 h; activation, % at 18.7 µM; 0.16% of 350,000 active; in the data active means activation mostly above about 9.7%, no sharp cut-off; further: not every result past the cut was called active; inactives centre near 0; reference of the scale not given here
TcdB inh: TcdB glycohydrolase inhibitors, primary screen, biochemical, single point, plate reader. inhibition, % at 9.99 µM. Toxin B (Clostridioides difficile), P18177. TcdB glycohydrolase enzymatic assay. 0.24% of 350,000 active; in the data active means inhibition above about 10%
Target sequence (P18177 whole entry, looked up): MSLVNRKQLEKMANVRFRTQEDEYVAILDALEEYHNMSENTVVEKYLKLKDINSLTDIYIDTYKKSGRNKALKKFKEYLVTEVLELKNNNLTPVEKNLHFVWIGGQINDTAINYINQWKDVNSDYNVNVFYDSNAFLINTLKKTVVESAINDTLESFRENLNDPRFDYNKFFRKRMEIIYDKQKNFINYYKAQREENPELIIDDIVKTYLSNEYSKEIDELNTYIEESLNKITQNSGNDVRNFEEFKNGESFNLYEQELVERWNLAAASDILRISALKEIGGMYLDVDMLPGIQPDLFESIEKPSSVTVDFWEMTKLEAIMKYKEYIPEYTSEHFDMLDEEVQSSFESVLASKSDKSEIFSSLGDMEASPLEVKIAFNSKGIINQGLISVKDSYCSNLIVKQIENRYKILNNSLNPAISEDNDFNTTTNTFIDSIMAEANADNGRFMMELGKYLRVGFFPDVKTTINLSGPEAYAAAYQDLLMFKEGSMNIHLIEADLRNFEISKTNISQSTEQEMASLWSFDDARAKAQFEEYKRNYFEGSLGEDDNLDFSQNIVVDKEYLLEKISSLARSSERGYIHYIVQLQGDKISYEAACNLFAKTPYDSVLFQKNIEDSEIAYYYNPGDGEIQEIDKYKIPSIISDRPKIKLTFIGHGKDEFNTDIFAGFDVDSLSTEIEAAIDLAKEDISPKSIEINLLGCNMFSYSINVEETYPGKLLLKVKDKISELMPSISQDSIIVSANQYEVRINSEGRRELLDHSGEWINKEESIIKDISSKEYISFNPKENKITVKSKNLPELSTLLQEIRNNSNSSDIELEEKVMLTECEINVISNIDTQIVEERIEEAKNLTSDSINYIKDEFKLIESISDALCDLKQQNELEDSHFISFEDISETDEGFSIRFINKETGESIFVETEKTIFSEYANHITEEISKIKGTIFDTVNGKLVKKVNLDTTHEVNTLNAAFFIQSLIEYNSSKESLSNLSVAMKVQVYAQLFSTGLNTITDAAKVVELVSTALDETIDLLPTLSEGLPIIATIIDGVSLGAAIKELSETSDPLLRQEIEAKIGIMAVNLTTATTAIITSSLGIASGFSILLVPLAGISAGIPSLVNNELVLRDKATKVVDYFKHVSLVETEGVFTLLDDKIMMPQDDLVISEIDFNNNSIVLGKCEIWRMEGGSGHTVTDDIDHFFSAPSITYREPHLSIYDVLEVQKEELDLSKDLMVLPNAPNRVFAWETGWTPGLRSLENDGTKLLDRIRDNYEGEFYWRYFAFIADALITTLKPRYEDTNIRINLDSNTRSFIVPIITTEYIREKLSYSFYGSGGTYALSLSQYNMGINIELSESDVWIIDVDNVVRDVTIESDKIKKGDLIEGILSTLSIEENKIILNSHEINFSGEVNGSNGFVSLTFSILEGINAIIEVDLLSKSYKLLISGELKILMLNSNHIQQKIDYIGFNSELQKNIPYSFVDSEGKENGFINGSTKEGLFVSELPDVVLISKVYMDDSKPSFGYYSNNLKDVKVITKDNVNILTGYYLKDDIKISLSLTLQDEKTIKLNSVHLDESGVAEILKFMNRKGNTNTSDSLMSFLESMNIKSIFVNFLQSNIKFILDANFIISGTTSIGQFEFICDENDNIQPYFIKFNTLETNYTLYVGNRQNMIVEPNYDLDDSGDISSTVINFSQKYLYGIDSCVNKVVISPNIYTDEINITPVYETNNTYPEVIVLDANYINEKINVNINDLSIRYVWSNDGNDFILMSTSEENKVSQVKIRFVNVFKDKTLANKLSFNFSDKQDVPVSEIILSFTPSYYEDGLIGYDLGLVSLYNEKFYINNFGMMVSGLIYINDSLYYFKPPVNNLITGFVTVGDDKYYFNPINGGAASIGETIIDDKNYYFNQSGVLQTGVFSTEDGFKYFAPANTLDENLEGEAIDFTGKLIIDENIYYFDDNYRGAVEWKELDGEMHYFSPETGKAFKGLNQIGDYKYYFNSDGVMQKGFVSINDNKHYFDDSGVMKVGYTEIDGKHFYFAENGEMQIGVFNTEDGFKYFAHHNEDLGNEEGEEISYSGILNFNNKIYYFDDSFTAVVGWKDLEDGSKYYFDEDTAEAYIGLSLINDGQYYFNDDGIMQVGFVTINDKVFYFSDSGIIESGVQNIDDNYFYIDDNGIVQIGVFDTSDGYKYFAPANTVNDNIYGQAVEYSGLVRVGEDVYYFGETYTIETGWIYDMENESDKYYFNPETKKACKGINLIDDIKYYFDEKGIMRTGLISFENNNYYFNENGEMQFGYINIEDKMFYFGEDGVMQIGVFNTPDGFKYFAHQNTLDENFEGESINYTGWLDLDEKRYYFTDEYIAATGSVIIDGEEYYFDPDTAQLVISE
PfHsp40 yeast: rescue of yeast from PfHsp40 toxicity, primary screen, S. cerevisiae, ATP luminescence | S. cerevisiae expressing PfHsp40, growth rescue | growth rescue, % at 12.5 µM | 0.68% of 340,000 active | AID 504582, 2011; in the data active means growth rescue above about 28%, passing the limit was not always enough;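 further: yeast W303a lacking pdr1 and pdr3 grown in galactose medium; growth measured after three days at 30 °C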
* = called active by the depositor; i = inactive; x = not tested or not shown. Unless noted, no stated cut-off is given here; in the data, active means inhibition above about 30%; inconclusive means no clear call, values can overlap the other calls; inactive means below that. These rows are one share of the data; rates above refer to the full screens.

SMILES | SSB-PriA inh | VHR inh abs | Y pestis TopoI | CCHFV vOTU inh | BoNT A protease | Anthrax LF inh2 | 3CLpro inhibitor | BH1578 lux ind | TcdB inh | PfHsp40 yeast
CCN(CC)S(=O)(=O)c1ccc(N2CCOCC2)c(NC(=O)COc2ccccc2C#N)c1 | -3.5 | 29.7 | -9.9 | -2.6 | -0.6 | 2.8 | 2.2 | -0.9 | -1.3 | -1.6
Cc1ccc(OCCNC(=O)c2ccc(NC(=O)CC3SC(N4CCCC4)=NC3=O)cc2)cc1 (configuration not stated) | -9.5 | x | 13.3 | -1.5 | x | x | x | -0.3 | 2.6 | 0.7
Cc1cc(C(=O)Nc2cnc3ccccc3c2)ccc1[N+](=O)[O-] | -1.7 | 14.7 | -0.4 | -4.3 | 0.2 | 1.1 | -2.1 | i | 0.1 | -1.1
C=CCN1CC[C@@]2(C)c3cc(O)ccc3CC1[C@@H]2C | x | 2.7 | -1.0 | -1.5 | -0.6 | -13.2 | x | -0.4 | -0.5 | -1.4
COc1ccc(OC)c(NC(=O)C2CCCCC2)c1 | -1.1 | 2.6 | 5.0 | 16.6 | -0.6 | -1.7 | 4.9 | -0.2 | 0.7 | 2.5
COCC1CCN(Cc2cn(C)nc2-c2cccc(Cl)c2)C1 (configuration not stated) | -7.7 | 10.3 | -17.1 | -4.5 | -1.2 | -4.3 | -1.8 | -0.2 | -0.9 | -0.9
CCOC(=O)C1=C(C)NC(C)=C(C(=O)OCC)C1c1cccc([N+](=O)[O-])c1 | x | x | 17.6 | 9.2 | 0.1 | 8.2 | x | -0.7 | -1.4 | x
O=c1cc(CNc2cc(C(F)(F)F)cc(C(F)(F)F)c2)nc2sccn12 | -22.2 | 10.3 | -1.6 | 27.3 | -0.8 | -2.6 | 11.8 | -0.2 | 3.2 | 1.9
Cc1ccc(CN2C3CCCC2CC(NC(=S)NCc2ccccc2)C3)cc1 (configuration not stated) | 1.6 | 26.4 | -2.4 | -6.7 | 0.4 | -0.6 | -1.4 | -0.4 | 0.7 | 0.5
CCCCN(C(=O)CSc1nncn1-c1ccccc1OC)c1c(N)n(Cc2ccccc2)c(=O)[nH]c1=O | 0.3 | -0.2 | 2.6 | 1.8 | 0.4 | -1.1 | -1.7 | -0.9 | x | 2.2
c1ccc(Cn2nnnc2C(c2cccnc2)N2CCN(C3CCCCC3)CC2)cc1 (configuration not stated) | -10.4 | 17.5 | 0.8 | 7.7 | -0.1 | 3.4 | -2.7 | -1.7 | x | 0.1
Oc1cccc(C(=S)N2CCN(Cc3ccccc3)CC2)c1 | -9.1 | -0.1 | 3.8 | 1.6 | -0.1 | -3.2 | 5.7 | -0.6 | x | 0.4
CSC1=NCCN1C(=O)c1ccc(S(=O)(=O)N2CCCC2)cc1 | 1.1 | 23.3 | -6.7 | -1.3 | -0.3 | -7.3 | 6.8 | -0.2 | 1.4 | -0.2
CCOc1ccc(NC(=O)CN(C)C(=O)c2c(-c3ccccc3Cl)noc2C)cc1OCC | -6.2 | x | 0.7 | 18.5 | 2.4 | 2.7 | x | -0.9 | -0.5 | 0.1
COCCNC(=O)c1ccc(N2CC3CC(C2)c2cccc(=O)n2C3)c(NC(=O)c2ccc(F)cc2)c1 (configuration not stated) | -10.8 | -36.0 | 4.4 | -6.5 | 0.5 | 0.7 | -1.8 | -0.2 | 2.3 | -1.7
O=C(Nc1ccccc1)N(Cc1ccccc1)Cc1ccccc1 | -8.5 | -1.1 | -9.2 | -2.7 | 1.7 | -3.5 | -0.3 | -0.4 | x | 0.5
OC(c1ccc(Cl)c(F)c1)c1ncc(-c2ccc(Cl)cc2)[nH]1 (configuration not stated) | x | x | -13.5 | 2.5 | -0.2 | 1.9 | x | 1.6 | -1.7 | x
CCc1nc(N[C@H](C(=O)O)C(C)C)c2oc3ccccc3c2n1 | 8.4 | 17.9 | 1.5 | 1.9 | -0.5 | -6.6 | -1.9 | -0.3 | -0.4 | -1.3
CC1=C(SCCC#N)S/C(=C2\SC(C)=C(SCCC#N)S2)S1 | 54.1* | 24.4 | -3.2 | -6.8 | 5.4 | -10.5 | -2.0 | -4.5 | x | -0.7
CC(O)(c1ccccc1)c1nc(-c2ccccc2)cs1 (configuration not stated) | x | x | 2.6 | 15.6 | -0.1 | -0.9 | x | -0.3 | 0.0 | x
CC(=O)N1CCc2cc(S(=O)(=O)CCC(=O)NCc3ccc4c(c3)OCO4)ccc21 | -17.0 | 34.3 | 8.1 | 10.1 | 0.3 | 2.7 | 4.2 | i | x | 0.1
COc1c2ccoc2c(OC(C)=O)c2oc(C)cc(=O)c12 | -5.0 | 3.5 | 0.8 | 10.6 | -1.3 | 5.0 | -3.1 | i | 1.0 | -0.7
Cc1cc(=O)[nH]c(SCC(=O)c2ccc(C(C)C)cc2)n1 | -2.1 | 7.1 | -0.3 | 10.2 | -0.6 | 0.0 | -4.6 | -0.3 | x | -0.4
COC(=O)c1cc(Nc2cc(C)c3c(O)cccc3n2)cc(C(=O)OC)c1 | 0.2 | 4.4 | -14.3 | 2.1 | 0.1 | -1.9 | 0.2 | i | -0.4 | 11.4
CSc1ncccc1C(=O)N1CCCC(C(=O)c2cc(F)ccc2F)C1 (configuration not stated) | -3.4 | 26.3 | 5.3 | -0.7 | 0.8 | -5.9 | -2.0 | i | 0.4 | 0.4

A few values from the results shown.
In BoNT A protease, OC(c1ccc(Cl)c(F)c1)c1ncc(-c2ccc(Cl)cc2)[nH]1 (configuration not stated) shows -0.2
In BoNT A protease, Oc1cccc(C(=S)N2CCN(Cc3ccccc3)CC2)c1 shows -0.1
In Anthrax LF inh2, CCOC(=O)C1=C(C)NC(C)=C(C(=O)OCC)C1c1cccc([N+](=O)[O-])c1 shows 8.2
In TcdB inh, Cc1ccc(OCCNC(=O)c2ccc(NC(=O)CC3SC(N4CCCC4)=NC3=O)cc2)cc1 (configuration not stated) shows 2.6

Returning to the listing, starting two compounds before the break.
SMILES | SSB-PriA inh | VHR inh abs | Y pestis TopoI | CCHFV vOTU inh | BoNT A protease | Anthrax LF inh2 | 3CLpro inhibitor | BH1578 lux ind | TcdB inh | PfHsp40 yeast
COC(=O)c1cc(Nc2cc(C)c3c(O)cccc3n2)cc(C(=O)OC)c1 | 0.2 | 4.4 | -14.3 | 2.1 | 0.1 | -1.9 | 0.2 | i | -0.4 | 11.4
CSc1ncccc1C(=O)N1CCCC(C(=O)c2cc(F)ccc2F)C1 (configuration not stated) | -3.4 | 26.3 | 5.3 | -0.7 | 0.8 | -5.9 | -2.0 | i | 0.4 | 0.4
CC1Cc2ccccc2N1CC(=O)NC(=O)NCc1ccccc1 (configuration not stated) | 36.5 | 14.0 | 1.2 | -6.5 | 0.0 | -2.2 | 5.7 | 0.5 | 0.0 | 0.3
CC1CCCN(CC(=O)N2CCCc3ccccc32)C1 (configuration not stated) | -20.9 | 22.0 | -4.6 | -18.5 | -0.6 | -5.0 | -1.0 | -0.2 | 2.0 | -0.6
CCc1nc2nc(C)c(NS(=O)(=O)c3ccc(Cl)cc3)c(=O)n2[nH]1 | -4.9 | 15.3 | 2.1 | 7.0 | -1.7 | -11.6 | -4.2 | -0.1 | 0.9 | -1.6
CC1(C)CC(NC(=O)c2ccc(Cl)cc2)CC(C)(C)N1 | -12.2 | 35.7 | 1.0 | -11.9 | 3.1 | 1.0 | -3.8 | i | -0.1 | 0.7
CCOC1=C2[C@H](c3ccccc3)N(S(=O)(=O)c3ccc(C)cc3)C(C(C)(C)C)[C@H]2n2c(=O)n(-c3ccccc3)c(=O)n2C1 (some centres not stated) | x | x | x | -0.5 | -0.5 | -6.7 | x | x | 2.4 | x
COc1ccc(C(Nc2ccccn2)c2c(NC(=O)c3ccco3)sc(C)c2C)cc1OC (configuration not stated) | 15.6 | -6.1 | 16.9 | 6.4 | -0.2 | -2.1 | -0.5 | 0.4 | -0.4 | 0.0
Cc1ccc(NC(=O)Nc2ccc(F)c(Cl)c2)cc1 | -9.2 | 10.6 | -0.1 | 9.1 | 0.2 | -13.4 | 1.7 | -2.6 | 0.5 | 0.5
Cc1cc(C)c(NC(=O)COc2ccccc2C(=O)Nc2ccc3c(c2)oc2ccccc23)c(C)c1 | -24.3 | -2.5 | -1.7 | 11.2 | -0.5 | -3.8 | 4.8 | i | 6.1 | 0.0
c1ccc(-c2ccc(OCCCNC3CCCC3)cc2)cc1 | -9.6 | 5.1 | -0.1 | -1.7 | -0.4 | -0.1 | -0.5 | -0.5 | 0.7 | 0.3
Cc1c(N(C(=O)c2cc(=O)[nH]c3ccccc23)C(C)C)c(=O)n(-c2ccccc2)n1C | -12.1 | 15.9 | 1.5 | 1.2 | 0.6 | 0.7 | 1.1 | i | 0.0 | -1.2
COc1ccccc1CN(C)C(=O)C1COc2ccccc2O1 (configuration not stated) | -5.7 | -0.8 | -1.0 | -1.2 | 0.2 | -4.3 | 0.9 | 0.5 | x | -0.9
COc1ccc(S(=O)(=O)N2CCC(C(=O)NCCN3CCOCC3)CC2)cc1 | -3.7 | 12.5 | -4.9 | 18.4 | 0.5 | 2.7 | -4.9 | -0.2 | -4.9 | -0.5
Cn1nc(-c2ccc(C(=O)Nc3ccc(F)cc3)cc2)c2ccccc2c1=O | -25.2 | 92.0 | 1.9 | x | -1.0 | -3.5 | 4.3 | -0.2 | x | 2.4
COC(=O)c1ccccc1NC(=S)NC(=O)c1ccccc1F | -6.7 | 5.4 | 1.5 | -2.1 | -0.9 | 0.0 | -2.5 | -0.3 | x | 5.8
CC(C)Cc1ccc(CN2C(C(C)C)C(=O)N(Cc3cn(CCC4OCCO4)nn3)CCS2(=O)=O)cc1 (configuration not stated) | x | x | x | 2.6 | 0.0 | -2.0 | x | x | -0.3 | x
Cc1c(NC(=O)c2cccc(NC(=O)Cc3ccc(Cl)cc3)c2)c(=O)n(-c2ccccc2)n1C | 2.4 | x | 18.3 | -1.0 | 0.3 | -3.5 | x | -0.2 | 1.6 | 1.4
CN(C)S(=O)(=O)c1ccc(Cl)c(NC(=O)COC(=O)c2ccc(O)cc2)c1 | -6.6 | 2.8 | 0.8 | 0.3 | -0.4 | -2.4 | 3.5 | 1.8 | -1.3 | -0.2
Cc1cc(-c2ccccc2)c2c(=O)[nH][nH]c2n1 | -4.4 | -11.3 | -1.4 | -17.8 | -0.2 | -0.5 | 3.6 | -0.3 | x | 0.9
COc1ccc(-n2c(N)c(C(=O)NCc3ccco3)sc2=S)cc1 | -5.2 | -3.3 | -9.9 | 13.7 | 0.4 | -0.7 | 4.5 | x | x | 0.6
COc1ccc(CCNC(=O)c2ccc(S(=O)(=O)N(C)c3ccccc3)cc2)cc1OC | 4.7 | 52.0* | 5.5 | 14.4 | 0.4 | 0.9 | 1.8 | -0.1 | 4.0 | -0.1
CCc1ccc(N2C(=O)C(Cl)=C(N3CCCCCC3)C2=O)cc1 | -15.3 | -15.2 | 10.5 | 9.3 | 1.7 | 18.5 | 0.1 | -0.2 | 0.4 | -0.8
COC(=O)[C@]1(C)N[C@H](CN(C)C(=O)COc2ccccc2)[C@@H]2C(=O)N(C)C(=O)[C@@H]21 | -9.9 | x | -3.6 | -6.5 | 0.3 | -5.0 | x | 0.0 | 0.9 | 1.1
CCCSc1nnc(CNC(=O)C23CC4CC(CC(C4)C2)C3)n1Cc1ccccc1 | -4.3 | 16.5 | 32.9 | 2.8 | -0.4 | -3.0 | 3.1 | -0.8 | 2.0 | 0.8
COc1ccc(C(=O)NCCONC(=O)c2ccc(OC)cc2)cc1 | -4.8 | 0.3 | -5.9 | -0.8 | -1.2 | -3.8 | -0.1 | 0.4 | 1.3 | 0.5

High-throughput results: PubChem BioAssay, several laboratories
